Bim-Bcl-2 = inhibitors of Bim-Bcl-2 interaction, human. Bead-based flow cytometry, Bim peptide-Bcl-2 binding. P10415. AID 950. 190,000 compounds, 0.06% hits. inhibition, % at 10 µM; in the data active means inhibition above about 40%; inconclusive means no clear call, values can overlap the other calls;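 further: 0% = no compound wells with probe peptide and 100% = reference peptide inhibitor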
RGS8-Gao reg = human RGS8-Galphao interaction regulation | P09471 | multiplexed bead flow cytometry, RGS8-Galphao binding; actives lie on both sides | response (percent of control binding), % at 10 µM | 220,000 compounds, 0.34% hits | AID 1423; in the data active means response below about 60% or above about 140%; inactive means in between;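 further: Galphao activated as the GDP aluminium fluoride complex binding bead-coupled RGS8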
Target sequence (P09471 whole entry, looked up): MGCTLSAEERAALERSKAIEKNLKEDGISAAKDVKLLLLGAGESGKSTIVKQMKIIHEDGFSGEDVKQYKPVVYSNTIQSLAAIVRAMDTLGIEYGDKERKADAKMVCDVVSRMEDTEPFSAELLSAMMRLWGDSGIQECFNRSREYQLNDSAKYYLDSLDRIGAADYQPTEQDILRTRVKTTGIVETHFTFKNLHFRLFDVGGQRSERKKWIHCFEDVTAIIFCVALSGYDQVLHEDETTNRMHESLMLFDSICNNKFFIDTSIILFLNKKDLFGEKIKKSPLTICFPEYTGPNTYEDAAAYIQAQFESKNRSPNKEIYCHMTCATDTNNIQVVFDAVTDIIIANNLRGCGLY
Bim-Bcl-B = disrupts Bim peptide binding to human Bcl-B. bead-based flow cytometry. inhibition, % at 10 µM. 190,000 compounds, 0.073% hits;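 further: 0% = tracer peptide without compound and 100% = reference inhibitor peptide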
Target sequence (Q9HD36 whole entry, looked up): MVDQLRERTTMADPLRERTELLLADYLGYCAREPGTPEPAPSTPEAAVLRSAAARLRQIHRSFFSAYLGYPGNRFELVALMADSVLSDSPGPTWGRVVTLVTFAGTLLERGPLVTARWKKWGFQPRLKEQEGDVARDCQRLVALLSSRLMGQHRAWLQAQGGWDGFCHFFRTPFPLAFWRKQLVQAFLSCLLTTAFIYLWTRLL
Bim-Mcl-1 = inhibitors of Bim-Mcl-1 interaction, human; Q07820; Bead-based flow cytometry, Bim peptide-Mcl-1 binding; inhibition, % at 10 µM; 190,000 compounds, 0.1% hits; AID 1009;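 further: 0% = no compound tracer wells and 100% = peptide blocker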
Mcl1-Bid inh = disrupts binding of human Mcl-1 to Bid peptide | TR-FRET Mcl-1/Bid-Dy647 peptide binding, 1536-well | 220,000 compounds, 0.97% hits | inhibition, % at 21.7 µM;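 active means compounds that cut the binding signal by more than half at the single screening dose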;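 further: His-tagged Mcl-1 with europium anti-His antibody binding Bid BH3 peptide; 0% = Mcl-1 plus peptide wells and 100% = peptide-only wells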
Mcl1-Noxa inh = Mcl-1/Noxa interaction inhibition. Q07820. TR-FRET Mcl-1/Noxa peptide binding, 2 h. inhibition, % at 21.7 µM. 220,000 compounds, 1.5% hits. AID 1022;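 active means compounds that cut the protein-peptide binding signal by more than 50% relative to plate controls in a single-dose test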;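 further: His-tagged Mcl-1 with rhodamine Noxa BH3 peptide and terbium anti-His antibody; 0% = Mcl-1 plus Noxa peptide wells and 100% = peptide-only wells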
Bcl-W Bim block = inhibitors of Bim-Bcl-W interaction, human; Q92843; bead-based flow cytometry, Bim peptide-Bcl-W binding; inhibition, % at 10 µM; 190,000 compounds, 0.02% hits; AID 952;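 further: 0% = bound tracer without compound and 100% = peptide blocker; higher means less fluorescent Bim peptide bound to Bcl-W beads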
Target sequence (Q92843 whole entry, looked up): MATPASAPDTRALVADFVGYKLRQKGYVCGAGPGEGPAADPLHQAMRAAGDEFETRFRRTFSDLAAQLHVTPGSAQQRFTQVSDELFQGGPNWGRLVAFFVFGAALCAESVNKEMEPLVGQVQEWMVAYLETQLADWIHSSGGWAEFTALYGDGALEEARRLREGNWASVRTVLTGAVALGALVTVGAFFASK
Bfl-1 Bim block = human Bim-Bfl-1 interaction inhibition; Q16548; Bead-based flow cytometry, Bim-Bfl-1 binding inhibition; inhibition, % at 10 µM; 190,000 compounds, 0.12% hits; AID 1008;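 further: 0% = wells without compound plus tracer and 100% = blocker peptide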
Bim-Bcl-XL = disrupts Bim peptide binding to human Bcl-XL; Q07817; bead flow cytometry, fluorescence; inhibition, % at 10 µM; 190,000 compounds, 0.04% hits
Target sequence (Q07817 whole entry, looked up): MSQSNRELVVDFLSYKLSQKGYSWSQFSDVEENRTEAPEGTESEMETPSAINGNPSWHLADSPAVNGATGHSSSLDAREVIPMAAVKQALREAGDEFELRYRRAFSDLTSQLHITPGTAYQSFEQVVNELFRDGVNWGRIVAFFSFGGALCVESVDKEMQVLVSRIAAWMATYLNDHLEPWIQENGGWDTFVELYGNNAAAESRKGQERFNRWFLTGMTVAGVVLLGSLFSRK
RGS7-Gao = modulates binding of RGS7 to human Galphao. P09471. Multiplexed bead flow cytometry; actives lie on both sides. binding response (% of control), % at 10 µM. 220,000 compounds, 0.35% hits. AID 1439; in the data active means binding response below about 49% or above about 150%; inconclusive means no clear call, values can overlap the other calls; inactive means in between;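 further: fluorescent Galphao held in activated GDP-AlF4 state binding bead-coupled RGS7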
RGS4-Gao reg = human RGS4-Galphao interaction regulation; Multiplexed bead flow cytometry, RGS4-Galphao binding; actives lie on both sides; 220,000 compounds, 0.33% hits; binding response (% of control), % at 10 µM; P09471; AID 1415; in the data active means binding response below about 49% or above about 150%; inactive means in between;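 further: fluorescent Galphao activated with aluminum fluoride binding bead-coupled RGS4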
* = called active by the depositor; ? = inconclusive; nt = not tested or not shown. Unless noted, no stated cut-off is given here; in the data, active means inhibition above about 40%.

SMILES | Bim-Bcl-2 | RGS8-Gao reg | Bim-Bcl-B | Bim-Mcl-1 | Mcl1-Bid inh | Mcl1-Noxa inh | Bcl-W Bim block | Bfl-1 Bim block | Bim-Bcl-XL | RGS7-Gao | RGS4-Gao reg
CC(C)OC(=O)c1ccc(Cn2nnc3ccccc3c2=O)cc1 | 3.0 | 94.9 | 1.0 | 0.0 | -22.0 | 3.4 | 2.0 | 3.0 | 3.0 | 98.0 | 94.0
CCOc1ccccc1N1CCN(Cc2c(C)n(C)n(-c3ccccc3)c2=O)CC1 | 0.0 | 96.6 | -1.0 | 0.0 | -54.0 | 9.5 | -3.0 | -4.0 | -2.0 | ? | 95.9
O=C(Nc1cccs1)Nc1c(F)c(F)c(F)c(F)c1F | 0.0 | 99.7 | -7.0 | -4.0 | -25.2 | -3.2 | -3.0 | -2.0 | -5.0 | 98.7 | 96.5
CC(=O)c1ccc(N2CCN(S(=O)(=O)c3ccccc3)CC2)c(F)c1 | -5.0 | 102.6 | -4.0 | -1.0 | -4.5 | -0.6 | -2.0 | -8.0 | -2.0 | 101.5 | 101.7
Clc1ccc(-c2ccccc2)nn1 | nt | 103.2 | nt | nt | -8.3 | 1.9 | nt | nt | nt | ? | 107.2
CCOC(=O)c1oc2ccc(Br)cc2c1NC(=O)CN1CCN(C)CC1 | 0.0 | 94.6 | -1.0 | -3.0 | -24.6 | 8.1 | 0.0 | -3.0 | -5.0 | 92.6 | 90.2
CCOC(=O)CCSc1cc(C)c2ccccc2n1 | 2.0 | 99.8 | 6.0 | 2.0 | -27.2 | -3.1 | 8.0 | 6.0 | 6.0 | 95.9 | 98.5
CSc1nc(N2CCOCC2)c2c(c1C#N)CCCCC2 | -6.0 | 95.3 | -7.0 | -1.0 | -8.6 | -9.9 | 1.0 | -9.0 | -3.0 | 96.8 | 99.9
CN(CC(=O)N1CCc2ccccc2C1)S(=O)(=O)c1ccc2c(c1)c(=O)n(C)c(=O)n2C | -2.0 | 100.5 | 0.0 | 0.0 | -12.9 | 33.6 | 1.0 | -6.0 | -7.0 | 99.7 | 99.9
O=C(CCSc1ccccc1)NCCSCc1ccccc1 | -5.0 | 102.5 | -12.0 | -4.0 | -8.6 | -7.9 | -8.0 | -11.0 | -11.0 | 99.4 | 103.3
O=C(NCCN1CCOCC1)C1CCN(Cc2ccccc2O)CC1 | -1.0 | 98.7 | -2.0 | -7.0 | 26.7 | 16.7 | -3.0 | -1.0 | -2.0 | 100.8 | 103.5
O=C(OCC#CCSc1nnc(-c2ccc([N+](=O)[O-])cc2)o1)c1cccs1 | 0.0 | 91.4 | -5.0 | -3.0 | 9.0 | 7.3 | -2.0 | -2.0 | -3.0 | 92.4 | 91.5
C=CCSc1nc2[nH]ncc2c(=O)[nH]1 | -2.0 | 91.7 | -3.0 | 0.0 | -17.0 | 12.2 | -1.0 | -4.0 | -4.0 | 92.2 | 91.9
Cc1ccc(CSc2nnc(-c3ccncc3)n2C)cc1 | 0.0 | 99.6 | -2.0 | 0.0 | -2.0 | 8.8 | 1.0 | -4.0 | 0.0 | 97.7 | 98.6
O=C(c1ccc(N2C(=O)C3CC=C(Cl)CC3C2=O)cc1)N1CCOCC1 (configuration not stated) | -2.0 | 103.5 | -6.0 | 0.0 | -14.7 | 7.8 | -1.0 | -3.0 | -1.0 | 101.5 | 100.5
Cc1cc(C(=O)N/N=C/c2ccc(N3CCOCC3)cc2)c(C)o1 | 1.0 | 100.5 | 4.0 | 0.0 | -16.7 | 2.2 | -1.0 | 4.0 | -2.0 | 100.5 | 102.0
O=C(CCS(=O)(=O)c1ccc(Cl)cc1)N1CCN(c2ccccc2F)CC1 | -8.0 | 98.0 | -6.0 | -4.0 | -22.0 | 9.6 | 0.0 | -15.0 | -7.0 | 99.4 | 97.5
CCOc1ccc(NC(=O)CN2CCN(CC(=O)Nc3cc(OC)cc(OC)c3)CC2)cc1 | -2.0 | 120.9 | -3.0 | -9.0 | -13.2 | 17.9 | -2.0 | -1.0 | -4.0 | 110.4 | 121.2
COc1ccc(-c2[nH]ncc2C2N=C(N)Nc3nc4ccccc4n32)cc1 (configuration not stated) | -4.0 | 107.8 | -6.0 | -23.0 | -7.0 | 13.2 | -9.0 | -5.0 | -11.0 | 106.0 | 106.0
CC(=O)c1c(C(C)=O)c(C)n(Cc2ccccc2)c1C | -6.0 | 98.2 | -4.0 | -4.0 | -20.3 | -8.3 | -3.0 | -4.0 | -4.0 | 96.3 | 96.4
CCN(CC)CCCN1C(=O)CSC1c1ccc2c(c1)OCO2 (configuration not stated) | -1.0 | 103.0 | 3.0 | -1.0 | -14.8 | 9.7 | 3.0 | 4.0 | -2.0 | 104.1 | 102.1
CCSc1nc(=S)n(Cc2ccccc2)c(C)c1C(C)=O | 0.0 | 100.6 | -4.0 | -2.0 | -71.9 | 8.3 | 0.0 | 0.0 | -1.0 | 96.5 | 98.1
Cn1c(=O)c2c(nc(OCc3ccccc3)n2C)n(C)c1=O | -9.0 | 100.8 | -5.0 | 1.0 | -7.5 | 6.3 | 0.0 | -9.0 | -3.0 | 100.2 | 103.2
Oc1ccccc1CNc1ccc2c(c1)OCCO2 | -3.0 | 95.6 | -9.0 | -3.0 | -37.4 | 37.7 | 0.0 | 0.0 | -2.0 | 93.4 | 95.7
CCOC(=O)c1c(O)c(Cl)c(C)[nH]c1=O | -5.0 | 105.9 | -1.0 | 0.0 | -1.3 | 18.2 | -2.0 | -9.0 | 0.0 | 107.8 | 104.6
CN(C)CCCn1c(-c2ccccc2)nc(=S)c2c1CCCC2 | -8.0 | 100.3 | -12.0 | -2.0 | -12.8 | 2.2 | 0.0 | -17.0 | -12.0 | 99.5 | 99.8
Fc1ccc(Oc2cnns2)cc1 | -2.0 | 104.7 | -5.0 | -1.0 | -14.8 | -2.2 | -2.0 | -7.0 | -3.0 | 101.3 | 100.2
CCN(CC)c1ccc(/C=N/Nc2ccc(C)cc2)c(O)c1 | -2.0 | 97.6 | -10.0 | -11.0 | -103.5 | 3.6 | -1.0 | 0.0 | -8.0 | 98.6 | 97.6
Cc1ccc(S(=O)(=O)N2CCN(c3ccc(C(=O)N4CCOCC4)cc3[N+](=O)[O-])CC2)cc1 | -6.0 | 95.1 | -10.0 | -1.0 | -0.7 | 7.2 | -4.0 | -16.0 | -6.0 | 90.7 | 88.9
O=C(N1CCN(Cc2ccccc2)CC1)C12CC3CC(CC(C3)C1)C2 | -2.0 | nt | 1.0 | -5.0 | -23.1 | 16.0 | -6.0 | -4.0 | -6.0 | nt | nt
Cc1ccc(-n2c(SCC(=O)Nc3cccc(S(=O)(=O)NC4=NCCCCC4)c3)nc3ccccc3c2=O)cc1C | -7.0 | 99.8 | -7.0 | -18.0 | -16.0 | -39.0 | -9.0 | 0.0 | -4.0 | 97.9 | 96.1
CCn1c(-c2cccs2)nc2ccccc21 | -3.0 | 107.6 | -10.0 | -3.0 | 3.1 | 12.5 | -4.0 | -3.0 | -9.0 | 114.3 | 107.2
COc1cccc([C@@H]2Oc3ccc(Br)cc3C(=O)[C@H]2OC(=O)NC2CCCC2)c1 | 0.0 | 105.0 | -6.0 | -2.0 | 5.8 | 2.3 | 0.0 | 0.0 | -6.0 | 100.1 | 102.2
C/C(N)=C(/C#N)C(=O)COC(=O)c1ccccc1C(=O)c1ccc(C)cc1 | -1.0 | 94.0 | 0.0 | 0.0 | -23.1 | 15.0 | -1.0 | -4.0 | 0.0 | ? | 96.3
Cc1ccc(C(=O)Oc2coc(CSc3nnc(NC(=O)C4CC4)s3)cc2=O)cc1 | -8.0 | 100.6 | -11.0 | -5.0 | -9.8 | 14.0 | -7.0 | -1.0 | -10.0 | 99.4 | 100.9
CC(C)(O)C#Cc1ccc(CN2CCN(Cc3ccsc3)C(CCO)C2)cc1 (configuration not stated) | -1.0 | 102.7 | -2.0 | -2.0 | 0.6 | 1.6 | 0.0 | -8.0 | -2.0 | 99.0 | 95.0

Part of the list above in another layout:
The line under a structure holds: Bim-Bcl-2	RGS8-Gao reg	Bim-Bcl-B	Bim-Mcl-1	Mcl1-Bid inh	Mcl1-Noxa inh	Bcl-W Bim block	Bfl-1 Bim block	Bim-Bcl-XL	RGS7-Gao	RGS4-Gao reg
CC(=O)c1ccc(N2CCN(S(=O)(=O)c3ccccc3)CC2)c(F)c1
→ -5.0	102.6	-4.0	-1.0	-4.5	-0.6	-2.0	-8.0	-2.0	101.5	101.7
O=C(Nc1cccs1)Nc1c(F)c(F)c(F)c(F)c1F
→ 0.0	99.7	-7.0	-4.0	-25.2	-3.2	-3.0	-2.0	-5.0	98.7	96.5
Cc1cc(C(=O)N/N=C/c2ccc(N3CCOCC3)cc2)c(C)o1
→ 1.0	100.5	4.0	0.0	-16.7	2.2	-1.0	4.0	-2.0	100.5	102.0

Later entries.
SMILES | Bim-Bcl-2 | RGS8-Gao reg | Bim-Bcl-B | Bim-Mcl-1 | Mcl1-Bid inh | Mcl1-Noxa inh | Bcl-W Bim block | Bfl-1 Bim block | Bim-Bcl-XL | RGS7-Gao | RGS4-Gao reg
O=C(Cc1c(Cl)cccc1Cl)OCC(=O)N1CCN(C(=O)c2ccco2)CC1 | -2.0 | 102.8 | -3.0 | -1.0 | -9.5 | 16.8 | 0.0 | -5.0 | -1.0 | ? | 102.4
CCN(CC)C(=O)c1sc2c(c1C)c(=O)n(-c1ccc(C)c(C)c1)c(=O)n2CC(=O)NCC1CCCO1 (configuration not stated) | 0.0 | 101.0 | 0.0 | 0.0 | 0.1 | -4.3 | -2.0 | -8.0 | -2.0 | 105.4 | 97.8
CN(C1=NC(=O)C(CC(=O)Nc2ccc(Br)cc2)S1)c1ccc(O)cc1 (configuration not stated) | -14.0 | 105.4 | -8.0 | -2.0 | 0.9 | 11.9 | -1.0 | -15.0 | -5.0 | 105.8 | 107.3
CCN(CC(=O)NCc1ccc(F)cc1)C(=O)COc1ccc2ccccc2c1 | -8.0 | 97.6 | 0.0 | -7.0 | -22.7 | 20.9 | -4.0 | -9.0 | -2.0 | 102.7 | 103.8
COC(=O)Nc1ccc(S(=O)(=O)Nc2ccc(C)cc2)cc1 | -11.0 | 101.5 | -5.0 | 0.0 | -2.3 | 6.7 | -1.0 | -13.0 | -5.0 | 100.0 | 94.2
CCCOC(=O)c1c(NC(=O)/C=C/c2cnn(C)c2C)sc(C(=O)OC)c1C | -7.0 | 104.6 | -5.0 | 2.0 | -26.6 | 5.4 | 2.0 | -14.0 | 4.0 | 105.3 | 103.2
c1ccc(Oc2ccc(-c3ccnc4nc(N5CCN(c6ccccc6)CC5)nn34)cc2)cc1 | 0.0 | 99.3 | 1.0 | 0.0 | -55.4 | -50.0 | -2.0 | -3.0 | -3.0 | 99.2 | 102.8
O=C(NCc1ccccc1)C(Cc1ccccc1)N1C(=O)C2C3CCC(C3)C2C1=O (configuration not stated) | -3.0 | 104.8 | -1.0 | -8.0 | -9.5 | -3.0 | 0.0 | 0.0 | -1.0 | 95.8 | 97.7
CC(C)CNc1cc(Cl)c(S(=O)(=O)NCC(C)C)cc1C(=O)O | -2.0 | 100.3 | 1.0 | 0.0 | 14.5 | 22.9 | -1.0 | -3.0 | 0.0 | 134.7 | 108.9
CSc1nc2cc(Cl)ccc2s1 | -8.0 | 97.6 | -7.0 | 0.0 | -21.3 | 7.3 | 1.0 | -8.0 | -1.0 | 104.9 | 101.9
Cc1cccc(-n2c(SCC(=O)NCc3ccco3)nnc2-c2ccco2)c1 | -1.0 | 99.2 | -4.0 | -3.0 | -43.4 | 8.0 | -4.0 | -4.0 | -3.0 | 97.1 | 98.4
